Bioassay records: PubChem, several laboratories
NRP1-CendR mod – alters CendR peptide binding to human NRP-1; O14786; FAM-RPARPAR peptide binding to NRP-1, fluorescence polarization; inhibition, % at 25 µM; 360,000 compounds, 0.85% hits;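 active = inhibition or corrected inhibition above about 18%, plus a signal ratio from 0.5 to 1.5, limit read from the data, passing the limit was not always enough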; note: strong numbers were not always called active
MsrA inhibitor – bovine MsrA inhibition. purified bovine MsrA, absorbance read-out. AID 651718. 360,000 compounds, 0.75% hits. inhibition, % at 15.5 µM; in the data active = inhibition above about 4.5%;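 note: 0% = vehicle wells with enzyme and 100% = reference inhibitor wells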
bovine MsrA act – bovine methionine sulfoxide reductase A activation; 360,000 compounds, 0.3% hits; purified bovine MsrA, absorbance read-out; activation, % at 10.6 µM; in the data active = activation above about 7.5%;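 note: 0% = vehicle and 100% = reference activator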
FAS-TE inh – FAS thioesterase (human) inhibition; P49327; recombinant FAS-TE, OMFH fluorogenic substrate, fluorescence endpoint; AID 602261; inhibition, % at 15 µM; 360,000 compounds, 0.67% hits;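 active = compounds whose normalised, plate-corrected inhibition of enzyme fluorescence in the single-dose primary screen is 50% or more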;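 note: 0% = DMSO with enzyme and 100% = substrate without enzyme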
TbMetRS inhib – blocks T. brucei methionyl-tRNA synthetase activity. purified T. brucei MetRS, ATP depletion, Kinase-Glo luminescence. inhibition, % at 11.9 µM. 360,000 compounds, 0.4% hits. AID 624268;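 active = inhibition above a per-plate cutoff of the control wells' mean inhibition plus 3 SD, cut at about 5.5% in these data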;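 note: 0% = DMSO wells median and 100% = median of wells with control inhibitor compound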
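Dosing: 11.9 µM single point; system: parasite MetRS enzyme; technique: luminescence of leftover ATP; times: 15 min enzyme-compound preincubation, 2 h reaction, 10 min detection, 25 °C; replicates: each compound tested once; read-out basis: percent inhibition relative to median high and low control wells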
SKN-1 inh – blocks SKN-1 activity in C. elegans. C. elegans VP596 Pgst-4::GFP/RFP ratio, acrylamide-induced, 24 h. inhibition, % at 21.8 µM. 360,000 compounds, 0.49% hits. AID 624304;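 active = interference check ratio from 0.5 to 1.5 plus GFP to RFP signal ratio inhibition reaching or exceeding a fixed threshold, cut at about 30% in these data, passing the limit was not always enough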; note: some compounds called inactive have numbers as strong as hits
MLLE-PAM2 inh – inhibitors of microRNA-mediated deadenylation, human PABP1 MLLE binding | P11940 | GST-MLLE / FITC-PAM2 fluorescence polarization | inhibition, % at 20 µM | 360,000 compounds, 0.36% hits | AID 588489; in the data active = inhibition above about 35%, passing the limit was not always enough;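 note: plate controls were DMSO wells with GST-MLLE for no effect and wells lacking GST-MLLE protein for full effect; some results filed as inactive read as strong as hits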
MT1-MMP act inh – inhibitors of human MT1-MMP activation; P50281; HT1080 RFP-PRO-GFP cells, GFP/RFP ratio fluorescence, overnight; percent of plate control window, DMSO zero; GFP/RFP ratio change, % at 20 µM; 360,000 compounds, 0.061% hits;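 active = GFP/RFP ratio change of at least 30% with cell ATP level not reduced by more than half and red fluorescence within 50% of control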; note: strong numbers were not always called active
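Material: RFP-PRO-GFP reporter HT1080 cells. Dosing: single-point 20 µM compound, 1% DMSO. Controls: DMSO and RFP-L50D-GFP cell wells. Timing: cells overnight before dosing, compound overnight, 37 °C, 5% CO2. Measure: GFP/RFP fluorescence ratio.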
E coli Lon inh – inhibitors of E. coli Lon protease | P0A9M0 | purified E. coli Lon protease, fluorescence polarization | inhibition, % at 7.94 µM | 360,000 compounds, 0.42% hits; in the data active = inhibition above about 13%, passing the limit was not always enough;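 note: 0% = enzyme with probe and DMSO and 100% = no enzyme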
* = called active by the depositor; x = not tested or not shown.

Results follow in this order: NRP1-CendR mod	MsrA inhibitor	bovine MsrA act	FAS-TE inh	TbMetRS inhib	SKN-1 inh	MLLE-PAM2 inh	MT1-MMP act inh	E coli Lon inh
> CC(C)CN(C(=O)CN(C)C(=O)Cc1c(F)cccc1Cl)c1c(N)n(CC(C)C)c(=O)[nH]c1=O
    -7.7	0.2	-8.0	-5.2	-0.1	-7.4	-4.8	-3.6	9.4
> CCOc1ccc(/C=N/NC(=O)c2nnn(-c3nonc3N)c2-c2cccs2)cc1
    6.1	2.6	-7.2	5.8	0.6	15.5	-0.8	3.2	-1.5
> COc1ccccc1CNC(=O)CN1C(=O)NC2(CCCC2)C1=O
    1.0	0.8	0.3	-9.2	-0.2	-2.5	-37.8	4.4	8.9
> CC(OC(=O)CCc1nc2ccccc2[nH]c1=O)C(=O)c1ccccc1 (centres undefined)
    1.7	1.6	-0.6	-2.8	-0.4	-12.2	2.0	-6.0	-5.1
> COC(=O)C1=C(N)OC2=C(C(=O)CCC2)C1c1cccs1 (centres undefined)
    8.7	0.5	-6.4	-6.7	-1.5	20.9	19.7	-4.1	-3.3
> COc1ccc(N2CCN(CCCn3cnc4c(SC)ncnc43)CC2)cc1
    3.4	-1.0	-0.2	-6.7	-0.5	20.5	-1.7	3.6	2.3
> O=C(/C=C/c1ccccc1Cl)Nn1cnc2ccccc2c1=O
    14.7	0.4	-12.9	-9.2	-0.6	-3.4	3.0	-1.2	-0.2
> CC(=O)c1ccc(OCCCCCCCOc2ccc(C(C)=O)cc2)cc1
    -3.0	x	-4.3	30.9	-0.5	-2.7	-9.8	4.1	-5.7
> CC(/C=C/c1ccccc1)=N/NC(=O)C(O)c1ccccc1 (centres undefined)
    -11.6	-1.0	-10.9	-6.0	-1.9	-5.4	6.1	1.1	0.3
> O=C(Cn1ccc(NC(=O)OCc2ccccc2)nc1=O)NCCN1CCOCC1
    37.5*	-0.7	-1.0	-17.3	-0.3	-0.6	-4.8	0.7	1.9
> Cc1ccc(-c2nnn(CC(=O)N(CC3CCCO3)C(C(=O)NC3CCCC3)c3ccc(O)cc3)n2)o1 (centres undefined)
    2.0	-1.2	-5.5	6.7	-1.2	-7.6	-2.8	4.4	10.8
> CNc1ccccc1C(C)(C)c1cc(-c2cc(C)cc(C)c2)no1
    -5.1	0.0	-0.3	18.6	-0.3	7.7	-5.1	-3.5	7.5
> O=C(ON=C1CCN(S(=O)(=O)c2ccccc2)CC1)c1ccc(F)cc1
    -1.3	1.4	1.7	9.4	-0.2	5.5	-7.1	-3.1	-7.5
> Cc1ccc2c(CC(=O)OCc3nc(N)nc(Nc4ccccc4C)n3)coc2c1
    3.9	0.1	2.6	16.3	0.5	7.0	-5.3	8.1	-5.5
> CC(NC(=O)C12CC3CC(CC(O)(C3)C1)C2)c1ccc(Cl)cc1Cl (centres undefined)
    13.0	0.5	-3.0	2.3	-0.1	10.5	-10.5	-1.9	8.0
> CCOC(=O)c1cc(OCC)c2c(ccc3ccccc32)n1
    -4.1	0.2	-4.8	10.7	0.4	2.6	-0.9	-8.6	-1.6
> Cc1cc(C)c2cc(CN(CCO)Cc3nnnn3Cc3ccccc3)c(=O)[nH]c2c1
    5.4	1.7	2.1	-5.5	-0.5	2.4	12.1	-2.7	9.2
> CC(C)C1=CC(=Nc2ccc(S(N)(=O)=O)cc2)C=C(C(C)C)C1=O
    10.2	0.3	-2.7	13.4	-1.4	6.9	11.8	-2.8	-1.8
> CCOC(=O)Cn1cnc2c(cnn2-c2ccc(Cl)cc2)c1=O
    3.9	0.1	-6.0	-5.2	-1.1	5.2	-2.1	4.1	-9.5
> O=C(COC(=O)C1COc2ccccc2O1)NC(=O)Nc1ccc2c(c1)OCCO2 (centres undefined)
    6.8	-0.5	-3.2	-1.2	0.2	-3.9	9.2	8.0	-7.8
> COC(=O)CCC(=O)Nc1cccc(Br)c1
    15.4	-0.2	-1.4	-0.8	-0.4	16.4	-1.2	5.2	1.3
> O=[N+]([O-])c1cc(-c2csc(NC(CO)c3nc4ccccc4n3CCOCCO)n2)ccc1Cl (centres undefined)
    1.3	0.0	-7.1	17.9	0.5	5.1	-5.2	-1.7	1.1
> O=C(COC(=O)Cc1ccc([N+](=O)[O-])cc1)NC1CCCCCC1
    2.7	1.4	-1.0	22.7	-0.1	-8.1	-18.1	-1.9	1.1
> COc1ccc2c(c1OC)C(=O)OC2N1C(=O)CC[C@H]1C(=O)Nc1ccc2c(c1)OCO2 (some centres undefined)
    3.8	1.0	-4.4	-6.4	-2.4	2.3	-2.0	-6.1	-4.7
> O=C(NCC1CCCCC1)c1ccccc1[N+](=O)[O-]
    -1.3	0.8	-2.6	-2.0	-1.9	1.5	-1.8	2.8	-7.4
> Cc1[nH]n2c(=O)c3c(nc2c1-c1cccc2ccccc12)CCC3
    -1.9	1.5	0.1	6.6	-0.1	6.5	-1.8	5.6	-4.2
> Cc1ccc(NC(=O)CN(C)CC(=O)Nc2ccccc2-c2ccccc2)cc1
    -0.8	-0.3	-5.5	7.7	-0.1	-2.7	-2.6	3.2	-1.5
> CCN(CC)CCN(C(=O)C1CCCCC1)c1nc2cc3c(cc2s1)OCO3
    4.0	-0.9	-4.4	16.9	-0.4	-0.8	-11.9	3.3	15.2
> COc1ccc(NC(=O)Nc2nnc(N3CCC(C)CC3)s2)cc1OC
    10.0	0.9	-1.5	-3.8	-0.3	18.4	-7.2	1.9	0.5
> COc1ccc(C(O)c2ncc(-c3ccc(Cl)cc3)[nH]2)cc1 (centres undefined)
    -3.2	-0.7	-0.1	-0.1	-0.1	18.4	-8.7	3.1	-2.3
> CCC(C)NC(=O)CS(=O)(=O)Cc1nc(-c2cccc(OC)c2)oc1C (centres undefined)
    17.5	-1.1	-3.3	-6.3	0.1	3.1	7.5	-7.8	0.7
> CCOC(=O)c1c(C)[nH]c(C)c1C(=O)COC(=O)c1ccc(Cl)nc1
    17.4	-0.8	-2.3	-1.5	0.4	4.5	-3.1	0.3	-11.8
> Cc1cc(C(=O)COc2ccc(F)cc2Br)c(C)n1C1CC1
    4.4	-1.5	-0.1	18.3	-0.2	5.1	-17.1	-4.8	-5.8
> CCOc1ccc(NC(=O)CN(C)CC(=O)Nc2ccc(F)c(F)c2F)cc1OCC
    -0.8	0.4	1.1	-0.3	-0.2	2.6	-3.3	1.2	-7.2
> O=C(c1cccc(S(=O)(=O)N2CCN(c3ccc(F)cc3)CC2)c1)N1CCCC(C(F)(F)F)C1 (centres undefined)
    2.7	0.7	2.6	25.4	-0.2	-8.2	7.6	-3.8	6.3
> COc1ccc(C)cc1NC(=O)CN1CCN(S(=O)(=O)c2ccc(F)cc2)CC1
    8.6	-0.8	-1.7	11.6	-1.4	-2.3	1.3	8.2	2.7
> COc1ccc(OC)c(NS(=O)(=O)c2ccc(NC(=O)c3ccc(NS(C)(=O)=O)cc3)cc2)c1
    11.7	-0.1	-4.5	-1.9	0.5	-3.0	7.3	-4.1	9.0
> CC(=O)c1ccc(NC(=O)Cn2cnc(S(=O)(=O)N3CCOCC3)c2)cc1
    18.2	-1.5	-7.2	0.3	-0.6	-12.6	-1.6	-2.3	-2.6
> Cc1ccc(-n2ncc3c(Nc4c(C)n(C)n(-c5ccccc5)c4=O)ncnc32)c(C)c1
    -6.8	0.2	-0.4	-4.9	-0.5	5.3	-9.7	4.3	-0.8
> COc1ccc(N=Nc2c(C)[nH][nH]c2=O)cc1
    -14.5	0.6	-6.9	-8.4	-0.6	8.3	-0.9	14.1	-4.7

In the list so far, 2 have bromine:
Results follow in this order: NRP1-CendR mod	MsrA inhibitor	bovine MsrA act	FAS-TE inh	TbMetRS inhib	SKN-1 inh	MLLE-PAM2 inh	MT1-MMP act inh	E coli Lon inh
> COC(=O)CCC(=O)Nc1cccc(Br)c1
    15.4	-0.2	-1.4	-0.8	-0.4	16.4	-1.2	5.2	1.3
> Cc1cc(C(=O)COc2ccc(F)cc2Br)c(C)n1C1CC1
    4.4	-1.5	-0.1	18.3	-0.2	5.1	-17.1	-4.8	-5.8

Following part
Results follow in this order: NRP1-CendR mod	MsrA inhibitor	bovine MsrA act	FAS-TE inh	TbMetRS inhib	SKN-1 inh	MLLE-PAM2 inh	MT1-MMP act inh	E coli Lon inh
> Cn1c(COc2ccc(F)cc2)nc2ccccc21
    23.3*	-0.1	-1.5	-2.0	-0.6	6.4	0.1	-1.7	4.0
> Cc1ncc([N+](=O)[O-])n1CC(=O)Nc1cc(Cl)ccc1Cl
    -1.1	-0.2	-2.4	-1.3	-0.6	1.6	0.7	2.5	6.8
> O=c1cc(-c2ccco2)oc2ccccc12
    5.7	4.2	2.6	-3.3	-0.1	33.0	-3.6	-3.7	-7.5
> O=C(Oc1ccc(=O)n(-c2ccccc2)n1)c1ccc(Cl)cc1
    -15.8	0.4	2.4	-2.1	-1.3	-21.6	10.1	2.8	5.7
> CS(=O)(=O)c1nc(S(=O)(=O)c2ccc(Cl)cc2)c(N2CCN(CCO)CC2)s1
    -5.1	0.6	-3.8	-4.6	0.1	3.4	-7.2	-3.3	0.5
> CCOC(=O)C(=CNCC(=O)O)C(=O)OCC
    -5.9	0.2	0.4	-5.7	0.2	-2.1	13.4	-0.5	-6.0
> CC(CCc1ccccc1)NCC(O)c1cccc([N+](=O)[O-])c1 (centres undefined)
    5.4	1.3	-3.0	11.5	0.1	7.3	8.1	1.1	-1.5
> COc1ccc(NS(=O)(=O)c2ccc(S(=O)(=O)N3CCCC3)cc2)cc1
    -1.8	-0.4	-5.2	0.6	-1.5	0.2	12.6	4.1	6.9
> OCC[C@@H]1C[C@H](O)[C@@H](O)[C@@]2(CCCc3ccccc3O2)O1
    12.3	-1.8	-3.4	-4.0	-0.1	5.3	10.9	-2.2	6.0
> O=C(CCSc1nnc2ccc3ccccc3n12)Nc1ccc(F)cc1
    1.6	-0.5	-7.0	-13.8	-1.4	-8.5	-86.7	-2.1	-4.3
> Cc1cc(Nc2ccccc2)cc(=O)n1C
    14.2	0.0	-1.7	-1.2	0.1	10.2	6.6	0.0	1.3
> CCOC(=O)c1[nH]c(=O)[nH]c1CSCCO
    15.6	-0.6	-3.4	-2.2	-0.6	16.8	1.6	3.2	-15.9
> COc1cccc(C(=O)Nc2nnc(S(=O)(=O)N3CCOCC3)s2)c1
    5.1	2.0	-1.1	-1.9	0.0	17.0	-13.5	-0.7	-7.8
> CN(C)CCOc1ccc2c(c1)Sc1ccccc1CC2=O
    1.2	-0.8	-4.3	-12.8	-1.0	2.0	-1.5	-9.0	-4.5
> COC(=O)c1cc(=O)n2c(-c3ccc(OC)cc3)csc2n1
    11.9	0.5	2.4	-6.2	-0.7	-4.8	4.0	3.5	-15.2
> COC(=O)C1=C(C)N(Cc2ccccc2)C(=NCCCCO)N[C@H]1CCc1ccccc1
    -2.1	1.3	1.0	-6.5	-0.1	9.9	-115.8	-4.4	4.1
> CCCCc1cc2c(cc1NC(=O)CN1CCCCC1)OCCO2
    2.2	-1.1	-1.1	1.8	-0.2	-15.5	12.8	2.7	-6.3
> O=C(COC(=O)c1ccccn1)NNC(=O)c1ccc([N+](=O)[O-])cc1
    2.2	1.0	-5.8	-4.2	-0.3	3.6	-5.7	4.4	-3.7

Outcome played no part in choosing rows. About 4% of those tested had a hit in this group.
